WT yeast gro inh: growth inhibition of WT yeast, mitochondrial fusion screen. 190,000 compounds, 2.1% hits. inhibition, % at 10 µM. mitochondrial fusion phenotypic screen, WT strain; in the data active means inhibition above about 58%; tested in S. cerevisiae
LYP phosphatase: PTPN22 lymphoid phosphatase activity blockers – biochemical, fluorescence intensity, uHTS (AID 1779); recombinant LYP phosphatase, fluorescence intensity; higher % means a stronger effect; inhibition, % at 11.5 µM; hits with a dose series show IC50 in µM; 290,000 compounds, 0.054% hits; in the data active means inhibition above about 50%;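 further: plate controls were vehicle with enzyme for no effect and no enzyme for full effect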
UTI89 phage lysis: inhibition of K1F phage lysis, E. coli UTI89, bacterial capsule biogenesis inhibitors, alamar blue (AID 488966) | E. coli UTI89 K1F phage lysis, alamar blue, 2 h; higher % means a stronger effect | inhibition, % at 100 µM, or IC50 in µM where a hit was titrated | 340,000 compounds, 0.02% hits;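 active means phage lysis inhibition, versus mean bacterial control, above a set limit; inconclusive means no clear call, values can overlap the other calls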;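 further: capsule biogenesis inhibitors block K1F phage lysis so surviving cells raise fluorescence; higher fluorescence means more inhibition of phage lysis; actives were called in the ten point dose series up to 300 µM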
AID2073: disruptors of CaV2.2 binding to Mint1 – biochemical, HTRF (AID 2073); HTRF protein-protein interaction, Mint1-CaV2.2; higher % means a stronger effect; inhibition, % at 20 µM; hits with a dose series show IC50 in µM; 290,000 compounds, 0.19% hits; in the data active means inhibition mostly above about 51%, no sharp cut-off; inconclusive means no clear call, values can overlap the other calls; inactive means mostly below about 53%; further: some results filed as inactive read as strong as hits
NS5 inhibitors: Dengue-2 NS5 methyltransferase inhibitors, primary screen, biochemical, confirmation dose response (AID 588689) | Dengue-2 NS5 methyltransferase capping enzyme assay, biochemical; higher % means a stronger effect | inhibition, % at 25 µM; hits with a dose series show IC50 in µM | 340,000 compounds, 0.3% hits; in the data active means a potency from the dose series; inconclusive means inhibition above about 29% without an active follow-up result
GPR35 arrestin U2OS: inhibition of zaprinast-stimulated GPR35 beta-arrestin translocation – imaging, U2OS, beta-arrestin-GFP, zaprinast agonist, primary screen (AID 2058); U2OS GPR35 beta-arrestin-GFP translocation imaging, zaprinast antagonism; higher % means a stronger effect; inhibition, % at 10 µM; hits with a dose series show IC50 in µM; 290,000 compounds, 0.052% hits;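 active means inhibition of at least 50% with at least 30 cells and total cytoplasm GFP at most 10,000,000; inconclusive means under 30 cells or total GFP of 10,000,000 plus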
Autophagy HCS: modulators of autophagy; MEF GFP-LC3 puncta imaging; test concentration mostly 10 µM; calls only at 10 µM (by protocol); 190,000 compounds, 0.98% hits;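 active means percentage of spot-positive cells more than 3 SD above its plate mean, without a fluorescence outlier flag or 80% toxicity; inconclusive means no clear call, values can overlap the other calls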;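 further: spot-positive cell cutoff set from DMSO-treated cells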
NTR1 agonist: NTR1-driven beta-arrestin-GFP spot formation – imaging, U2OS cells, high content, primary screen (AID 493036) | P30989 | agonist mode | activation, % at 20 µM | 330,000 compounds, 0.17% hits;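 active means activation at or above 40% of the spot to cytoplasm intensity ratio, with at least 20 cells analyzed; inconclusive means wells under 20 cells, flagged as cytotoxic or low count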;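 further: 0% = DMSO without peptide and 100% = 100 nM NTR1 peptide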
Target sequence (P30989 whole entry, looked up): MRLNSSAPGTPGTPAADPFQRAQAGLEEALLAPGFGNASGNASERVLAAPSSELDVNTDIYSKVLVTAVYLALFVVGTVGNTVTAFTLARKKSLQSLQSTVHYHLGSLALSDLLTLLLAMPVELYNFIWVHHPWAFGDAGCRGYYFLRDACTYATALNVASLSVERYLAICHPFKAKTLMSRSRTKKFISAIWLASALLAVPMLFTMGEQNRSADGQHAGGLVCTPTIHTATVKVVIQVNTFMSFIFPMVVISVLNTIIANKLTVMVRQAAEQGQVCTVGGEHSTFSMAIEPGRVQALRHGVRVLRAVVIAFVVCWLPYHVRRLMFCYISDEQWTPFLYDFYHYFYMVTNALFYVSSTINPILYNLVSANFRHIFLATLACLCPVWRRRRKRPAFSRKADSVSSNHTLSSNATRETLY
RSV CPE inhibition: inhibition of RSV-induced cytopathic effect – HEp-2 cells, primary 10 µM value included (AID 2391) | HEp-2 cells, RSV-induced CPE inhibition; higher % means a stronger effect | one-dose CPE inhibition, % at 10 µM; IC50 in µM for titrated hits | 310,000 compounds, 0.13% hits; in the data active means a potency from the dose series; inconclusive means CPE inhibition mostly from about 23% at the one dose, without a potency; inactive means the rest, 99 in 100 with CPE inhibition below about 21%; further: strong numbers were not always called active
WT yeast gro inh mutant strain: also measured in WT yeast gro inh; calls as there; inhibition, %; mitochondrial fusion phenotypic screen, mutant strain inhibition
Autophagy HCS cell loss 18 h: recorded beside Autophagy HCS, whose call it bears; toxicity, %; measured here: cell loss, nuclei count;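 cell loss after 18 h compound exposure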
NTR1 agonist cell count 20 µM: also measured in NTR1 agonist; calls as there; cell count; measured here: cell count, cytotoxicity flag
The depositor's hits bear a star; i = inactive; ? = inconclusive; nt = not tested or not shown; [ ] = another dose, or the depositor's remark.

SMILES	WT yeast gro inh	WT yeast gro inh mutant strain	LYP phosphatase	UTI89 phage lysis	AID2073	NS5 inhibitors	GPR35 arrestin U2OS	Autophagy HCS	Autophagy HCS cell loss 18 h	NTR1 agonist	NTR1 agonist cell count 20 µM	RSV CPE inhibition
O=C(/C=C/c1ccco1)N1CCN(S(=O)(=O)c2ccc(F)c(F)c2F)CC1	-0.5	3.3	-5.9%	0.1%	14.1%	-5.2%	-7.3%	i	-1.6	-1.6	64	-0.1%
Cc1ccc(S(=O)(=O)N[C@@H](C)C(=O)N2CCC(C(=O)N3CCC[C@H]3C(=O)O)CC2)cc1	-38.0	-39.5	-4.8%	0.7%	-7.2%	0.0%	9.0%	i	1.2	-1.5	40	-0.2%
CCCCn1c(=O)[nH]c(=O)c2c1nc(-c1ccc(C)c([N+](=O)[O-])c1)n2CC	18.2	-0.9	4.1%	-0.3%	-1.3%	-3.8%	-3.4%	i	4.0	2.3	60	7.4%
CCn1c(=S)[nH]c2cc(C(=O)OC)ccc2c1=O	5.5	-36.3	-1.6%	0.6%	?	-15.3%	-4.2%	i	-6.0	0.4	82	8.3%
CN(C)c1ccc(NC(=O)CSc2nnc(-c3ccco3)c(-c3ccco3)n2)cc1	nt	nt	2.7%	-1.2%	29.1%	15.4%	0.6%	nt	nt	2.3	70	6.3%
CCOc1ccc(S(=O)(=O)n2cc(F)c(=O)[nH]c2=O)cc1	-0.8	-8.0	-6.8%	nt	-3.4%	nt	-4.6%	i	13.0	0.9	92	1.1%
CN(C)c1ccc(NC(=O)c2cccc(N3C(=O)CCC3=O)c2)cc1	2.5	-1.0	-4.5%	2.1%[50 µM]	-31.9%	22.1%	17.4%	i	5.6	-0.4	51	3.0%
CC1=NN(c2ccccc2)C(=O)C1(C)[N+](=O)[O-] (centres undefined)	-17.1	-11.7	-1.0%	1.1%[50 µM]	-8.5%	-6.5%	-1.9%	i	7.3	-1.4	38	1.5%
COc1ccc(C(=O)NC(=S)Nc2ccccc2F)cc1	8.0	15.9	2.5%	2.3%	-9.4%	-3.6%	4.4%	i	-0.9	1.2	42	8.0%
Cn1c(=O)c2c(nc(SCC(=O)NC3CCCC3)n2C)n(C)c1=O	nt	nt	-5.8%	0.1%	-2.7%	5.0%	-0.2%	nt	nt	0.9	50	-0.4%
CN1CCc2c(sc3nc(NCCO)n(-c4cccc(Cl)c4)c(=O)c23)C1	nt	nt	-2.3%	0.9%	1.8%	-4.6%	10.8%	nt	nt	-1.4	104	0.9%
COc1cccc2c1Oc1ncccc1N(C(=O)CCC(=O)NCc1ccccc1F)C2	nt	nt	-7.2%	0.0%	21.7%	-4.4%	15.7%	nt	nt	0.0	52	1.1%
Cc1cc(NC(=O)CSc2nc(C(C)C)nc3c2c(=O)n(C)c(=O)n3C)no1	-9.0	3.2	-0.8%	2.5%	2.7%	1.4%	7.0%	i	6.1	8.1	42	2.4%
Fc1ccc(NC(=S)N2CCN(C/C=C/c3ccccc3)CC2)c(F)c1	23.1	38.2	-5.2%	-0.5%	-26.3%	-8.4%	-5.7%	i	16.6	0.8	30	-0.7%
COc1ccc2oc(C(=O)OCC(=O)Nc3ccc(OC)c(S(N)(=O)=O)c3)c(C)c2c1	nt	nt	nt	2.0%[50 µM]	nt	0.0%	nt	nt	nt	0.1	56	-0.2%
N#C/C(=C\c1c(N2CCCCC2)nc2ccccn2c1=O)C(=O)NC1CCS(=O)(=O)C1 (centres undefined)	-15.6	-9.3	-49.9%	3.3%[50 µM]	30.5%	-5.2%	2.6%	i	5.8	-1.5	64	4.4%
COC(=O)c1cc(S(=O)(=O)N2CCN(c3cccc(C)c3C)CC2)c[nH]1	nt	nt	-7.6%	1.6%	2.7%	-0.7%	4.2%	nt	nt	3.8	61	3.0%
NC(=O)c1sc(-c2ccsc2)cc1NS(=O)(=O)c1ccc(C(F)(F)F)cc1	nt	nt	10.7%	nt	14.1%	nt	-8.7%	nt	nt	0.2	43	11.8%
CCOc1ccc(-c2cc(C(=O)OC)nc3c2c(=O)n(C)c(=O)n3C)cc1	nt	nt	-23.2%	0.5%	42.1%	-2.1%	20.0%	nt	nt	5.6	69	2.6%
COc1ccc(/C=C/C(=O)N(C(C)C)C(C)C)cc1Br	8.7	14.0	-0.4%	1.5%	-7.7%	-6.4%	-6.7%	i	-27.0	0.1	108	0.5%

Just WT yeast gro inh and UTI89 phage lysis (4 entries from above):
SMILES | WT yeast gro inh | UTI89 phage lysis
CN(C)c1ccc(NC(=O)CSc2nnc(-c3ccco3)c(-c3ccco3)n2)cc1 | nt | -1.2%
CCOc1ccc(S(=O)(=O)n2cc(F)c(=O)[nH]c2=O)cc1 | -0.8 | nt
CN(C)c1ccc(NC(=O)c2cccc(N3C(=O)CCC3=O)c2)cc1 | 2.5 | 2.1%[50 µM]
CC1=NN(c2ccccc2)C(=O)C1(C)[N+](=O)[O-] (centres undefined) | -17.1 | 1.1%[50 µM]

Some of the entries above, reformatted:
SMILES,WT yeast gro inh,WT yeast gro inh mutant strain,LYP phosphatase,UTI89 phage lysis,AID2073,NS5 inhibitors,GPR35 arrestin U2OS,Autophagy HCS,Autophagy HCS cell loss 18 h,NTR1 agonist,NTR1 agonist cell count 20 µM,RSV CPE inhibition
COc1cccc2c1Oc1ncccc1N(C(=O)CCC(=O)NCc1ccccc1F)C2,nt,nt,-7.2%,0.0%,21.7%,-4.4%,15.7%,nt,nt,0.0,52,1.1%
Cc1cc(NC(=O)CSc2nc(C(C)C)nc3c2c(=O)n(C)c(=O)n3C)no1,-9.0,3.2,-0.8%,2.5%,2.7%,1.4%,7.0%,i,6.1,8.1,42,2.4%
Fc1ccc(NC(=S)N2CCN(C/C=C/c3ccccc3)CC2)c(F)c1,23.1,38.2,-5.2%,-0.5%,-26.3%,-8.4%,-5.7%,i,16.6,0.8,30,-0.7%
COc1ccc2oc(C(=O)OCC(=O)Nc3ccc(OC)c(S(N)(=O)=O)c3)c(C)c2c1,nt,nt,nt,2.0%[50 µM],nt,0.0%,nt,nt,nt,0.1,56,-0.2%

(listing goes on)
SMILES	WT yeast gro inh	WT yeast gro inh mutant strain	LYP phosphatase	UTI89 phage lysis	AID2073	NS5 inhibitors	GPR35 arrestin U2OS	Autophagy HCS	Autophagy HCS cell loss 18 h	NTR1 agonist	NTR1 agonist cell count 20 µM	RSV CPE inhibition
S=c1[nH]nc(COc2ccccc2)n1/N=C/c1cccs1	19.0	-5.8	-7.5%	8.8%	-24.2%	-9.6%	3.9%	i	5.5	-0.5	62	1.1%
CCOc1ccc(Nc2nc(N3CCCCC3)nc(N3CCCCC3)n2)cc1	60.6*	21.4*	6.8%	0.0%	8.8%	-4.8%	-6.5%	i	-2.4	5.3	56	3.6%
COc1ccccc1N1CCN(C(=O)c2cc(=O)c3c(C)cc(C)cc3o2)CC1	nt	nt	-4.2%	0.2%	8.4%	-13.1%	-2.5%	nt	nt	3.4	44	2.6%
CCc1ccc(OCC(=O)NNC(=O)c2cnccn2)c(Br)c1	nt	nt	-1.1%	0.0%	-0.9%	-7.2%	9.7%	nt	nt	0.7	53	-0.2%
O=c1[nH]c2ccccc2c2cn(-c3ccccc3)nc12	nt	nt	-7.2%	0.1%	2.1%	0.0%	1.2%	nt	nt	-0.5	35	0.9%
CSCCC(NC(=O)c1ccccc1Br)C(=O)NCC1CCCCC1 (centres undefined)	-7.0	-19.4	-6.8%	0.0%	-6.8%	-9.9%	6.0%	i	-7.8	0.5	72	0.4%
CNC(=O)CN1C(=O)CSc2ncccc21	-9.2	2.4	-1.5%	-5.5%	-4.9%	1.5%	-9.6%	i	4.6	-2.0	72	1.8%
Nc1nnc(SCCOc2ccc(Br)cc2)s1	-9.1	-19.0	-7.7%	-1.1%	-4.2%	-4.1%	4.0%	i	-1.3	-1.9	59	11.9%
CC(=O)Oc1c(C)c(C)c2c(c1C)CC[C@@](C)(CCC[C@H](C)CCC[C@H](C)CCCC(C)C)O2	nt	nt	nt	2.5%	nt	-7.5%	nt	nt	nt	0.7	62	-0.9%
Cc1ncc(CO)c(/C=N/NC(=O)c2cc3c(s2)CCCC3)c1O	-7.0	11.2	1.0%	1.1%	26.6%	-17.4%	8.0%	i	27.4	4.3	45	17.9%
Cc1ccc2c(c1)nnn2C1CCN(CC(=O)NCCc2ccccc2)CC1	8.3	3.8	-3.3%	?	4.1%	-0.7%	-7.6%	i	-2.8	0.6	33	3.5%
Cc1nc2ccccc2nc1NS(=O)(=O)c1ccc(N)cc1	nt	nt	-3.3%	0.1%	14.9%	2.0%	-1.1%	nt	nt	0.9	48	-1.2%
COc1cccc(/C=C2\SC(=S)N(N3CCOCC3)C2=O)c1OC	-0.8	-5.2	0.5%	6.0%	-8.1%	-5.5%	13.2%	i	-5.3	7.5	36	2.2%
Cc1ccc(NC(=O)c2ccc3nc(N4CCOCC4)sc3c2)c(Cl)c1	nt	nt	-1.7%	0.4%	-21.2%	-0.7%	-7.7%	nt	nt	-1.7	53	3.1%
Oc1c(Br)cc(Br)cc1C=Nc1ccc2c(c1)OCO2	16.4	12.3	-1.3%	0.0%	30.6%	3.2%	-12.5%	i	4.4	2.4	47	3.6%
CCn1cc([N+](=O)[O-])c(C(=O)Nc2ccn(C34CC5CC(CC(C5)C3)C4)n2)n1	6.3	16.6	-4.7%	0.5%	9.9%	0.7%	-10.1%	i	3.8	3.9	60	1.2%
Nc1cc(N)nc(SCC(=O)NCCC2=CCCCC2)n1	nt	nt	nt	1.4%[50 µM]	nt	5.1%	nt	nt	nt	-0.3	63	0.7%
N#CCSc1nnc(SCC#N)s1	nt	nt	-3.0%	-1.0%[50 µM]	-16.8%	0.8%	-10.6%	nt	nt	-0.8	53	-1.0%
COc1cccc(-c2ncc3ccccc3c2COC(=O)c2ccc(Br)cc2)c1	nt	nt	nt	2.1%	nt	3.3%	nt	nt	nt	3.1	70	0.4%
Cc1cccc(N2CCN(C(=O)CCS(=O)(=O)c3ccc4c(c3)NC(=O)C(C)S4)CC2)c1C (centres undefined)	nt	nt	-0.2%	0.5%	9.7%	?	-15.6%	nt	nt	11.5	74	3.8%
CC(=O)Oc1ccc2c(C)c(CC(C)O)c(=O)oc2c1 (centres undefined)	2.6	4.1	-33.9%	0.3%	35.6%	-3.1%	3.3%	i	1.4	0.0	77	4.7%
CCOc1ccccc1OCC(=O)Oc1ccc(C)c(C)c1	nt	nt	-7.4%	-0.2%	-4.5%	nt	-7.2%	nt	nt	-0.1	45	2.0%
CCOC(=O)Cn1c(O)c(N=NC(=O)OC)c2ccccc21	nt	nt	-1.7%	0.3%	3.3%	-9.4%	11.8%	nt	nt	0.6	60	2.0%
COc1cc(OC)c(C2=NOC(C(=O)Nc3cc(C)nn3-c3ccccc3)C2)cc1Cl (centres undefined)	-4.5	7.7	-2.6%	6.5%	?	-4.7%	-0.5%	i	-4.0	-0.7	41	5.6%

Screens: PubChem BioAssay, several laboratories
